GSK3 alpha inh: human GSK-3 alpha kinase inhibition. P49840. ADP-Glo luminescence, 60 min. inhibition, % at 10 µM. 0.1% of 320,000 active;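 in the data active = inhibition above about 50%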;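 note: GST-tagged GSK-3 alpha with peptide substrate and 25 µM ATP; 0% = DMSO neutral wells and 100% = GW8510 positive control wells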
Target sequence (P49840 whole entry, looked up): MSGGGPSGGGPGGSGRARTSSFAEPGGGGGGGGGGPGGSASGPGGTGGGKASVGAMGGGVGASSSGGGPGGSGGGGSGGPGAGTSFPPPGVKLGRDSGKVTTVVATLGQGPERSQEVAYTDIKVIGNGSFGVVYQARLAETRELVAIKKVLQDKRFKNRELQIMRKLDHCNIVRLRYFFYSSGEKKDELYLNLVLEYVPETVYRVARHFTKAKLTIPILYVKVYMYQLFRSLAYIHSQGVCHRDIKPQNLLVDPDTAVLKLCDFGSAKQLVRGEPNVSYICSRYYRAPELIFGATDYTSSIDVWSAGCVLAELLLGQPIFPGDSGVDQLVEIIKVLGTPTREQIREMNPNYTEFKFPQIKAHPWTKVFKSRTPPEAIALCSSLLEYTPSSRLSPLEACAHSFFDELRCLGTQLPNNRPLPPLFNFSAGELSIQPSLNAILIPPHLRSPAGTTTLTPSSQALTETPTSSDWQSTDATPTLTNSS
GSK3beta inhib: inhibitors of human GSK3beta kinase; P49841; GST-GSK3beta kinase, ADP-Glo luminescence, 60 min; hits give low values; activity score (negative = inhibition), % at 10 µM; 0.038% of 300,000 active;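 active = more than half of replicate wells score below -50%, meaning over 50% inhibition versus plate controls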;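 note: 0% = median DMSO wells and -100% = median GW8510 positive control wells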
Target sequence (P49841 whole entry, looked up): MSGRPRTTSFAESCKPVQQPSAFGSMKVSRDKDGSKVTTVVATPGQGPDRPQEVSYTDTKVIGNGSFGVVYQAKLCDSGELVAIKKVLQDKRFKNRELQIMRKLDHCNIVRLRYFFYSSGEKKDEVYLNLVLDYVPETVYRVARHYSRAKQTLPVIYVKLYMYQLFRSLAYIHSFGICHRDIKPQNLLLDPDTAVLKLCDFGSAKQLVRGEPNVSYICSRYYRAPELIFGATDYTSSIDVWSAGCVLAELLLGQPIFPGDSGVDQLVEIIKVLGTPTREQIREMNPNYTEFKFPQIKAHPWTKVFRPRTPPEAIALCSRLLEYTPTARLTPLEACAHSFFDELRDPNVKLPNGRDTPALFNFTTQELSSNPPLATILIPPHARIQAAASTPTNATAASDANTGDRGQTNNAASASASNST
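Assay system: GST-tagged human GSK3beta kinase, cell-free; Input: 1.6 ng GSK3beta; Medium: Tris/MgCl2 kinase buffer; Timing: 60 min enzyme reaction, room temperature; Signal: ADP-Glo luminescence quantifying ADP generated by kinase; Evaluation: score relative to plate controls; Benchmarks: DMSO neutral wells and GW8510 at 20 µM as positive.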
KLF5 inhibitor: inhibitors of KLF5 expression. 0.23% of 290,000 active. DLD-1 KLF5 promoter-luciferase reporter, luminescence. inhibition, % at 5 µM;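 active = inhibition above a per-plate limit of that plate's mean compound inhibition plus 3 SD, cut at about 60% in these data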;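 note: 0% = DMSO wells and 100% = LY294002 at 200 µM; higher means less KLF5 promoter-driven luciferase light; inactives centre near -14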
aSyn 5UTR inh: MLPCN primary screen, SNCA 5' untranslated region; alpha-synuclein 5'UTR reporter, inhibitor activity; inhibition, % (tested at 7.5 µM); 0.82% of 300,000 active; AID 1813; in the data active = inhibition above about 60%;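 note: H4 neuroglioblastoma cells stably carrying SNCA 5'UTR luciferase fusion; 0% = DMSO wells and 100% = positive control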
HSF-1 act: increases HSF-1 driven luciferase reporter signal | NIH3T3-HGL HSF-1 luciferase reporter, MG132, 8 h; 100% = twice DMSO control signal | activation, % at 9 µM | 1.7% of 300,000 active | AID 504408;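 active = mean replicate activation of at least 50% with a set share of replicates each reaching 50%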;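 note: 0% = median of the neutral control wells and 100% = twice that signal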
HSF1 inhib: HSF1 inhibition; activity change, negative = inhibition, % at 7.5 µM (by protocol); AID 2098; NIH3T3-HGL HSE-luciferase, MG132-induced, luminescence 8 h; hits give low values; 0.77% of 300,000 active;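 active = more than half of replicate wells show activity change below -50%, luminescence cut by over half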;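 note: luciferase reports HSF-1 transcriptional activity via heat shock element; 0% = median of DMSO wells and -100% = zero luminescence signal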
AI-2 QS mod: Vibrio harveyi AI-2 quorum sensing modulation; Vibrio harveyi JMH597 AI-2 luminescence/OD600 ratio, 9 h; hits give low values; strain lacks LuxN and CqsS sensors; 0 = neutral-control median; activity change, % at 7.5 µM; 0.4% of 300,000 active; AID 2094; in the data active = activity change below about -75%, passing the limit was not always enough;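 note: luminescence divided by OD600 gain over 9 h not by final OD600 alone; inactives centre near 13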
HIF act: HIF pathway transcriptional activation | U2OS HRE-luciferase reporter, luminescence; normalized: DMSO 0%, desferrioxamine 100% | activation, % at 7.5 µM (by protocol) | 0.32% of 300,000 active | AID 1910;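 active = mean activation of at least 10% of the iron chelator positive control signal, with at least half of replicates also reaching 10%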
HSP90 refold inh: blocks HSP90-mediated luciferase refolding in reticulocyte lysate; 0.91% of 290,000 active; inhibition, % at 5.6 µM; AID 1789; Rabbit reticulocyte lysate, luciferase refolding luminescence, 3 h;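 active = inhibition above the screen-wide mean plus 3 SD, computed separately per campaign, cut at about 16% in these data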;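 note: 0% = DMSO wells and 100% = 60 µM geldanamycin wells; inhibitors lower the luminescence because luciferase stays unfolded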
IEC-6 cytotox: kills IEC-6 intestinal cells in KLF5 counter-screen; IEC-6 cytotoxicity, luminescence viability; 0.78% of 290,000 active; inhibition, % at 5 µM; in the data active = inhibition above about 22%;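 note: 0% = plate median of test compound wells and 100% = cytotoxic reference compound wells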
* = called active by the depositor; nt = not tested or not shown; & = joins results of further samples.

SMILES | GSK3 alpha inh | GSK3beta inhib | KLF5 inhibitor | aSyn 5UTR inh | HSF-1 act | HSF1 inhib | AI-2 QS mod | HIF act | HSP90 refold inh | IEC-6 cytotox
Cc1ccnc(NC(=O)c2ccc(N3C(=O)CCC3=O)cc2)c1 | -1.0 | nt | -88.3 | -19.9 | -6.6 | 2.1 | nt | 1.2 | 7.4 | -6.8
Cc1cc(S(=O)(=O)N2CCN(C(=O)c3ccco3)CC2)ccc1F | -1.0 | -4.8 | 13.6 | 0.0 | -17.4 | 2.4 | 27.2 | -3.2 | -1.0 | -1.3
CC1CCCN(S(=O)(=O)Cc2ccc(Cl)cc2)C1 (centres undefined) | -0.8 | 2.1 | -34.4 | -3.0 | 10.8 | -2.8 | 35.0 | -0.1 | 4.1 | -3.7
CC(=O)c1ccc(N2CCN(C(=O)CCc3ccccc3)CC2)cc1 | -3.1 | 0.1 | -29.0 | -5.5 | -0.9 | -1.3 | 16.0 | -0.5 | -1.8 | 7.3
CSCC[C@H](NC(=O)C(C)Oc1ccc(Cl)cc1)c1nc2ccccc2[nH]1 (some centres undefined) | 1.1 | -2.1 | 9.3 | 0.1 | 19.8 | 12.2 | 9.4 | -0.2 | 1.4 | 3.2
COCc1c(C(=O)OCc2c(C)noc2C)oc2ccccc12 | -2.1 | -1.4 | 6.4 | -34.3 | 3.8 | -10.6 | 0.3 | -0.7 | -2.1 | 1.6
CCn1c(SCC(=O)N/N=C/C=C/c2ccco2)nnc1-c1ccc(OC)cc1 | 6.2 | -4.7 | -2.4 | 7.9 | -1.9 | -2.8 | 32.7 | -0.1 | 4.0 | -5.1
O=c1oc(-c2ccccc2NS(=O)(=O)c2ccc(F)cc2)nc2ccccc12 | -0.9 | -2.5 | -36.4 | 18.8 | 4.4 | 0.1 | 10.2 | -0.2 | 5.2 | 4.5
CCCCn1c(N)c(N(CC(C)C)C(=O)c2ccc3c(c2)NC(=O)C(C)S3)c(=O)[nH]c1=O (centres undefined) | 0.5 | 1.4 | -6.7 | 14.4 | -3.6 | -3.8 | 15.1 | -0.1 | -0.1 | -6.7
COc1ccc(-c2nc(C#N)c(NCc3ccc(F)cc3)o2)cc1OC | -0.3 | -0.2 | -4.0 | 9.1 | 47.8 | 29.3 | 14.3 | 0.4 | -0.7 | 6.8
CN1C(=O)/C(=C/c2ccco2)SC1=Nc1ccc(N2CCOCC2)cc1 | -0.3 | -0.2 | -9.8 | -41.0 | 1.6 | 2.8 | 5.4 | -0.3 | 0.1 | 1.9
COc1ccc2cc3[n+](cc2c1OC)CCc1cc2c(cc1-3)OCO2 | 3.0&-1.7 | 1.0 | 3.4 | -12.2 | -3.6 | -8.7 | 28.1 | -3.6 | -4.0 | -9.6
CCCCC[C@H](O)/C=C/[C@H]1[C@H](O)CC(=O)[C@@H]1CCCCCCC(=O)O | -1.3 | -1.0 | nt | 20.7 | -10.8 | 3.8 | -6.6 | -0.5 | nt | nt
Cc1ccc(C(=O)Nc2cc3c(oc2=O)CCCC3=O)cc1 | -0.8 | -1.2 | -62.7 | -65.1 | 30.3 | 15.0 | 14.8 | 2.2 | 2.3 | 2.1
Cn1c(=O)[nH]c(=O)c2c1nc(NCCCn1ccnc1)n2Cc1ccc(F)cc1 | 1.9 | -2.1 | -7.7 | 5.5 | 0.5 | -8.7 | -4.9 | -0.1 | 3.1 | 0.4
CCc1cc(C(=O)Nc2ccc(C)cc2Br)cs1 | 1.7 | -0.6 | -41.1 | -255.2 | 48.3 | 32.9 | 28.8 | 5.6 | -0.8 | 6.3
CCOC(=O)C1=C(C)NC(C)=C(C(=O)OCC)C1C(=O)OCC(=O)NC | -1.1 | -0.4 | -10.2 | nt | nt | nt | 15.0 | nt | 4.8 | -0.4
COc1ccc(NS(=O)(=O)c2ccc(C)c(C(=O)NCC(c3ccco3)N(C)C)c2)cc1 (centres undefined) | 0.1 | 0.1 | nt | 3.4 | 4.2 | -2.6 | 15.7 | -0.1 | nt | nt
Cc1cc(C)cc(NC(=O)C2CCCN2C(=O)Oc2ccccc2)c1 (centres undefined) | -5.0 | -4.7 | -40.8 | 29.1 | 1.6 | 0.7 | 2.4 | -0.2 | -1.2 | -1.9
Cc1cc(C)c2c(c1)OC(O)(C(F)F)CC2=O (centres undefined) | -1.6 | -1.4 | -0.7 | 6.5 | 3.7 | -8.3 | 4.7 | -0.2 | 1.8 | -5.5
CCNC(=S)N1CCc2cc(OC)c(OC)cc2C1COc1ccccc1OC (centres undefined) | -1.9 | -2.8 | -11.2 | 7.4 | -1.9 | -2.2 | 11.7 | -0.5 | 1.4 | -2.1
CCOc1ccc(NC(=O)CSc2nnnn2C2CCCC2)cc1 | -1.2 | nt | -18.8 | -7.5 | -5.0 | 2.2 | nt | 0.8 | -3.2 | -4.4
CC(C)C(NS(=O)(=O)c1cccc(C(F)(F)F)c1)C(=O)O (centres undefined) | -0.7 | 0.4 | -10.3 | 10.8 | -5.7 | -9.1 | 32.7 | -0.1 | -1.2 | -0.6
COCCn1c(=N)c(S(=O)(=O)c2ccc(Br)cc2)cc2c(=O)n3ccccc3nc21 | -2.1 | -1.3 | -12.5 | 23.8 | 9.0 | -17.9 | 16.7 | -0.2 | -1.1 | -1.6
CCN(CC)CCN1C(=O)C(=O)/C(=C(/O)c2ccc(S(=O)(=O)N3CCOCC3)cc2)C1c1ccc(Cl)cc1 (centres undefined) | -2.3 | 3.9 | -19.1 | -6.8 | 1.4 | 1.4 | -6.4 | 0.0 | -6.5 | 1.5

Record cards (already shown):
`CCN(CC)CCN1C(=O)C(=O)/C(=C(/O)c2ccc(S(=O)(=O)N3CCOCC3)cc2)C1c1ccc(Cl)cc1` (centres undefined) across the screens: GSK3 alpha inh = -2.3; GSK3beta inhib = 3.9; KLF5 inhibitor = -19.1; aSyn 5UTR inh = -6.8; HSF-1 act = 1.4; HSF1 inhib = 1.4; AI-2 QS mod = -6.4; HIF act = 0.0; HSP90 refold inh = -6.5; IEC-6 cytotox = 1.5
`Cc1cc(S(=O)(=O)N2CCN(C(=O)c3ccco3)CC2)ccc1F` across the screens: GSK3 alpha inh = -1.0; GSK3beta inhib = -4.8; KLF5 inhibitor = 13.6; aSyn 5UTR inh = 0.0; HSF-1 act = -17.4; HSF1 inhib = 2.4; AI-2 QS mod = 27.2; HIF act = -3.2; HSP90 refold inh = -1.0; IEC-6 cytotox = -1.3

Next compounds follow.
SMILES | GSK3 alpha inh | GSK3beta inhib | KLF5 inhibitor | aSyn 5UTR inh | HSF-1 act | HSF1 inhib | AI-2 QS mod | HIF act | HSP90 refold inh | IEC-6 cytotox
CCCCCCCCCc1nc(N)n[nH]1 | -0.9 | -2.1 | 3.6 | 33.6 | -17.7 | -2.4 | -6.5 | -0.1 | 1.1 | 4.0
Cc1cccc(/C(N)=N/OC(=O)CCCc2ccccc2)c1 | -0.1 | 0.9 | -63.8 | -88.8 | 25.5 | 8.7 | -7.2 | 2.0 | 6.6 | -4.5
O=C(Cc1ccccc1F)Nc1nc(-c2ccc(F)c(F)c2)cs1 | -1.8 | 1.4 | -61.6 | -85.1 | -6.8 | 4.9 | 11.0 | 0.7 | 1.1 | 9.4
CCOc1c(N2CCOCC2)c(=O)c1=O | -2.1 | 0.5 | 6.0 | 0.3 | -7.1 | -2.0 | 8.5 | -0.1 | -4.0 | 1.3
O=C(Nc1ccnn1C1CCN(C2CCC2)CC1)c1ccccc1 | -0.6 | -0.1 | -23.8 | -4.5 | 4.4 | 3.0 | 29.9 | 0.2 | -2.5 | -2.5
O=C(CN1CCC(n2nnc3cc(C(F)(F)F)ccc32)CC1)NCc1cccs1 | -2.2 | 3.8 | -7.8 | 28.2 | -13.4 | 6.1 | 12.1 | -1.4 | 3.6 | 5.3
CCN(CC)CCN1C(=O)C(=O)/C(=C(/O)c2ccncc2)C1c1ccccc1 (centres undefined) | -1.5 | 2.6 | -8.6 | -23.7 | -9.4 | -7.8 | 17.8 | -0.6 | 5.3 | 7.3
C(=N\n1c2ccccc2c2ccccc21)/c1ccccc1 | 0.2 | 1.4 | 0.7 | -17.5 | -46.5 | -37.3 | 6.2 | 0.9 | -4.5 | 5.3
CCC(=O)N1N=C(c2ccc(NS(C)(=O)=O)cc2)CC1c1ccc(N(C)C)cc1 (centres undefined) | -3.8 | 0.6 | -103.0 | -101.9 | 8.1 | 3.2 | 7.0 | 0.5 | -0.8 | -3.7
Cc1ccccc1-c1nc(CN2CCC(C(=O)NCC3CCCO3)CC2)c(C)o1 (centres undefined) | -2.1 | 2.6 | -17.5 | 26.0 | -4.5 | -7.8 | 11.5 | 1.0 | -4.5 | -1.4
O=C(CN1CCN(c2ccccn2)CC1)Nc1ccccc1Br | -1.8 | 3.2 | -10.7 | 21.9 | 12.3 | -4.3 | 35.1 | 1.3 | 1.3 | -1.9
Cc1nc2ccccc2n1CC(O)COc1ccc(Br)cc1 (centres undefined) | 0.1 | 4.5 | -24.4 | -1.0 | 11.0 | -6.1 | 19.3 | 0.5 | 1.6 | 4.9
COc1ccc(CCNC(=O)CSc2ccc(-c3cccs3)nn2)cc1 | -1.7 | 1.8 | -16.5 | -8.2 | 2.3 | 4.0 | 49.1 | -0.3 | -1.4 | -2.2
Cc1cc(=O)[nH]c(NN)n1 | -1.3 | -1.2 | -20.1 | 0.4 | -0.9 | 0.3 | 5.2 | 0.0 | 1.0 | 0.3
O=C(COC(=O)Cc1cccc(C(F)(F)F)c1)NC1CC1 | nt | -1.4 | -18.4 | -1.1 | -3.5 | 4.1 | 21.7 | -0.1 | -2.8 | -6.1
COc1cc(NC(=S)NCCN2CCOCC2)cc(OC)c1OC | 1.5 | -0.1 | -11.0 | 3.7 | 11.1 | -1.5 | 5.1 | -0.4 | 3.5 | 4.3
C/C(=N\NC(=S)NC(C)C)c1ccc(Cl)c([N+](=O)[O-])c1 | -1.3 | 2.3 | -15.1 | 0.0 | -2.5 | -5.6 | 24.6 | 0.0 | -1.1 | 4.0
NC(=O)C1CCN(C(=O)C(=O)c2cn(CC(=O)N3CCCCCC3)c3ccccc23)CC1 | 3.1 | 3.7 | 0.6 | 18.0 | -13.0 | -9.6 | 18.8 | -0.5 | -1.8 | 0.0
CCOC(=O)NC(NC(=S)Nc1ccccc1[N+](=O)[O-])C(Cl)(Cl)Cl (centres undefined) | 4.3 | 1.1 | -23.4 | -1.6 | -6.4 | -2.1 | 6.1 | -0.3 | -0.9 | -0.1
O=C(CNC(=O)c1ccc(Br)o1)NNC(=O)c1ccccc1F | -1.6 | 1.3 | -24.6 | -30.4 | -4.8 | -4.6 | 22.4 | -0.1 | 1.7 | -3.7
CCCCNC(=O)COC(=O)c1cc(S(=O)(=O)N2CCCCCC2)ccc1OC | 1.8 | 0.3 | -26.6 | -7.2 | -1.1 | 2.4 | 1.7 | 2.6 | 2.4 | 2.3
CCOn1c(=O)c(=O)n(O)c2ccccc21 | -3.1 | 0.2 | 12.9 | 2.3 | -7.4 | -4.8 | 10.2 | -0.4 | 3.7 | -2.0
COc1ccc(CNc2cc(C)cc(C)c2)cc1OC | -1.1 | -0.6 | -0.1 | 17.6 | 2.8 | -9.1 | 15.3 | -1.6 | -1.4 | 5.8
CCN(C(=O)COC(=O)c1cc([N+](=O)[O-])ccc1N1CCOCC1)C1CCS(=O)(=O)C1 (centres undefined) | -2.4 | 0.9 | nt | -82.3 | -9.7 | -4.6 | 26.4 | -0.2 | nt | nt

Screening data as filed in PubChem.
